Screens as filed in PubChem.
Bim-Mcl-1: inhibitors of Bim peptide binding to Mcl-1, primary screen, biochemical, bead-based flow cytometry, multiplex | inhibition, % at 10 µM | AID 1009, 2008 | 0.1% of 190,000 active | Bim peptide-Mcl-1 binding | Induced myeloid leukemia cell differentiation protein Mcl-1 (Homo sapiens), Q07820;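 further: 0% = no compound tracer wells and 100% = peptide blocker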
ABCB1 inh: ABCB1 efflux pump inhibitors, primary screen, cell-based, multiplex, flow cytometry, ABCG2 counter-screen | ATP-dependent translocase ABCB1 (Homo sapiens), P08183 | CCRF-Adr cells, JC-1 efflux | inhibition, % at 6.6 µM | 0.067% of 190,000 active; in the data active means inhibition above about 40%;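 further: 0% = vehicle and 100% = reference inhibitor; higher value means more JC-1 retained so stronger ABCB1 efflux block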
Bcl-XL Bim block: inhibitors of Bim-Bcl-XL binding, primary screen, biochemical, multiplexed, bead flow cytometry, human Bcl-XL. 0.04% of 190,000 active. Bcl-2-like protein 1 (Homo sapiens), Q07817. Bim peptide-Bcl-XL binding, fluorescence. inhibition, % at 10 µM
RGS8-Gao: RGS8-Galphao binding modulators, primary screen, biochemical, multiplexed bead flow cytometry. 0.34% of 220,000 active. actives lie on both sides. response (percent of control binding), % at 10 µM. AID 1423, 2008. Guanine nucleotide-binding protein G(o) subunit alpha (Homo sapiens), P09471; in the data active means response below about 60% or above about 140%; inactive means in between;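 further: Galphao activated as the GDP aluminium fluoride complex binding bead-coupled RGS8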
RGS4-Gao reg: modulators of RGS4 binding to Galphao, primary screen, biochemical, multiplexed bead flow cytometry; Guanine nucleotide-binding protein G(o) subunit alpha (Homo sapiens), P09471; actives lie on both sides; binding response (% of control), % at 10 µM; 0.33% of 220,000 active; AID 1415, 2008; in the data active means binding response below about 49% or above about 150%; inactive means in between;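 further: fluorescent Galphao activated with aluminum fluoride binding bead-coupled RGS4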
Bim-Bcl-2: inhibitors of Bim-Bcl-2 binding, primary screen, biochemical, multiplexed, human Bcl-2 family | inhibition, % at 10 µM | 0.06% of 190,000 active | Bead-based flow cytometry, Bim peptide-Bcl-2 binding | Apoptosis regulator Bcl-2 (Homo sapiens), P10415; in the data active means inhibition above about 40%; inconclusive means no clear call, values can overlap the other calls;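 further: 0% = no compound wells with probe peptide and 100% = reference peptide inhibitor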
Target sequence (P10415 whole entry, looked up): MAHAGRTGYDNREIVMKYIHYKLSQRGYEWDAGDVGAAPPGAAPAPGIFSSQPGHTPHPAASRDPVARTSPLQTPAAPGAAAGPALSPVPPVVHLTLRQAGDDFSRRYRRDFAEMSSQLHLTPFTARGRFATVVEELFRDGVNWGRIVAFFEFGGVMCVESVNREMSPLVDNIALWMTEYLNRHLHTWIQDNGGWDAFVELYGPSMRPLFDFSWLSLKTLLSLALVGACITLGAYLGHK
Bim-Bcl-W: inhibitors of Bim binding to Bcl-W, primary screen, biochemical, multiplexed, bead-based flow cytometry; Bim peptide-Bcl-W binding; inhibition, % at 10 µM; 0.02% of 190,000 active;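 further: 0% = bound tracer without compound and 100% = peptide blocker; higher means less fluorescent Bim peptide bound to Bcl-W beads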
Target sequence (Q92843 whole entry, looked up): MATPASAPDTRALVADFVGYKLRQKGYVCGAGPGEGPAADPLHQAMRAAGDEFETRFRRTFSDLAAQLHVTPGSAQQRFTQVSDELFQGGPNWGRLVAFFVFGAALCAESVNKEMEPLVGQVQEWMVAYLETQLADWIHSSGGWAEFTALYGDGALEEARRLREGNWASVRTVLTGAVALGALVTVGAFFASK
RGS7-Gao reg: RGS7-Galphao binding modulators, primary screen, biochemical, multiplexed bead flow cytometry; 0.35% of 220,000 active; binding response (% of control), % at 10 µM; actives lie on both sides; AID 1439, 2008; in the data active means binding response below about 49% or above about 150%; inconclusive means no clear call, values can overlap the other calls; inactive means in between;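 further: fluorescent Galphao held in activated GDP-AlF4 state binding bead-coupled RGS7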
Bim-Bfl-1: inhibitors of Bim binding to Bfl-1, primary screen, biochemical, multiplexed, bead-based flow cytometry; Bim-Bfl-1 binding inhibition; inhibition, % at 10 µM; 0.12% of 190,000 active; AID 1008, 2008;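 further: 0% = wells without compound plus tracer and 100% = blocker peptide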
Bcl-B Bim block: inhibitors of Bim-Bcl-B binding, primary screen, biochemical, multiplexed, human Bcl-2 family; AID 951, 2007; 0.073% of 190,000 active; bead-based flow cytometry, Bim peptide-Bcl-B binding; inhibition, % at 10 µM;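 further: 0% = tracer peptide without compound and 100% = reference inhibitor peptide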
ABCG2 block: ABCG2 efflux pump inhibitors, primary screen, multiplex with ABCB1, IgMXP3 cells, flow cytometry; inhibition, % at 6.6 µM; 0.1% of 190,000 active; JC-1 efflux; Broad substrate specificity ATP-binding cassette transporter ABCG2 (Homo sapiens), Q9UNQ0; AID 1325, 2008;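 active means inhibition above 80%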;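 further: 0% = DMSO and 100% = nicardipine control wells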
Target sequence (Q9UNQ0 whole entry, looked up): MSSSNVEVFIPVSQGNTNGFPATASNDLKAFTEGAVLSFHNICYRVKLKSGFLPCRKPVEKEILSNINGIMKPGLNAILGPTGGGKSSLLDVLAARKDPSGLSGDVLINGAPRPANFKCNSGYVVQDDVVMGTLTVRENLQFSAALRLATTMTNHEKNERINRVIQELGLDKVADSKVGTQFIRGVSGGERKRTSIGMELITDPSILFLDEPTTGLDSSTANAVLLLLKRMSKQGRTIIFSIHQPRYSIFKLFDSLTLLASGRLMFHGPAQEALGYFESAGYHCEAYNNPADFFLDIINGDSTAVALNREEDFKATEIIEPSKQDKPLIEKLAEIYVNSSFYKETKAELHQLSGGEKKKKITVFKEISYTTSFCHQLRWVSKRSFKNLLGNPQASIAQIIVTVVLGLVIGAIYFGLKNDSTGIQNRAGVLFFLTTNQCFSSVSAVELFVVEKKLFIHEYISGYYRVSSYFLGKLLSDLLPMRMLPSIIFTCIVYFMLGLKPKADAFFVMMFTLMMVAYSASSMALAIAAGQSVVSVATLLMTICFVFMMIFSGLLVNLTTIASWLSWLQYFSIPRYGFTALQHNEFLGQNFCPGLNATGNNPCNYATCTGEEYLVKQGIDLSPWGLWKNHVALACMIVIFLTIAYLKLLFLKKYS
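Read-out basis: Efflux inhibition in percent versus controls | Test system: ABCG2 IgMXP3 and barcoded ABCB1 CCRF-Adr cell mix | Quantity: 3 million cells/mL in well | Schedule: 10 min at 25 °C | Control set: Nicardipine as high control, DMSO as low control | Reagent: JC-1 as fluorescent efflux pump substrate | Signal: Flow cytometry of retained JC-1 fluorescence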
The depositor's hits bear a star; ? = inconclusive. Unless noted, no stated cut-off is given here; in the data, active means inhibition above about 40%.

SMILES	Bim-Mcl-1	ABCB1 inh	Bcl-XL Bim block	RGS8-Gao	RGS4-Gao reg	Bim-Bcl-2	Bim-Bcl-W	RGS7-Gao reg	Bim-Bfl-1	Bcl-B Bim block	ABCG2 block
Cc1ccc(CNC(=O)COC(=O)c2cnc(C)cn2)cc1	0	-0.1	-3	104	102	-1	-3	?	-6	-1	1
COc1cccc(C2CN(c3ccc(F)cc3F)N=C2c2cccs2)c1OC (stereo not drawn)	-41	0.2	-31	102	99	-41	-37	99	-38	-55	2
Cc1nc2ccccc2n1CC(O)Cn1c(C(F)(F)F)nc2ccccc21 (stereo not drawn)	-4	1.0	-3	7.0*	-28*	-2	0	-8.4*	-3	-2	6
CCCC1=C/C(=C/c2ccc(-c3ccccc3OC)o2)C(=O)O1	3	-0.2	0	117	120	3	2	120	3	-2	-1
CCN1CCN(CC(O)COCc2ccccc2)CC1 (stereo not drawn)	-3	0.1	0	99	101	-3	-1	100	-2	0	1
COc1ccc(NC(=O)Cn2nnc(-c3ccccc3NS(=O)(=O)c3ccccc3)n2)cc1	0	-0.4	0	103	103	0	-2	104	2	-3	-2
Cc1cc(C)n(C(=O)C(C(=O)c2ccccc2)C(C)C)n1 (stereo not drawn)	-3	0.2	-1	97	91	0	-2	87	-1	-1	0
Cc1cc(NC(=O)c2cnn3cccnc23)no1	-3	0.8	-5	100	99	-6	-3	99	-10	-8	36
Cc1nn(Cc2c(F)c(F)c(F)c(F)c2F)c(C)c1NC(=O)c1ccc(COc2cc(Cl)ccc2Cl)cc1	-6	4.1	-14	94	101	-6	-6	102	-2	-4	11
CCC1Oc2ccccc2N(CC(=O)NCc2cccs2)C1=O (stereo not drawn)	-1	1.0	-1	99	99	-7	-3	103	-7	-6	2
CC(=O)Nc1sc2c(c1CN1CCN(c3ccccn3)CC1)CCCC2	-3	1.1	-8	108	107	-4	-7	105	-3	-7	0
O=C(CN1CCCC1)Nc1ccccc1Sc1ccc(Cl)cc1	0	0.7	-2	102	101	-1	1	96	-7	0	2
CCOC(=O)C1=C(C)OC(N)=C(C#N)C1c1cc2c(cc1Br)OCO2 (stereo not drawn)	-3	1.3	-7	101	97	-9	-2	95	-10	-9	-2
Cc1cccc(N2CSC3=C(C#N)C(c4ccc(C)o4)CC(=O)N3C2)c1 (stereo not drawn)	-11	-1.4	-16	80	97	-7	-3	100	5	-29	-9
Oc1ccc(Cl)cc1N=Cc1sc2ccccc2c1Cl	2	-0.3	0	103	106	0	-1	107	0	-2	-3
COC(=O)c1ccc(CN2CCC(CO)(Cc3cccc(OC)c3)CC2)cc1	0	0.4	-2	100	102	0	-4	101	-5	-2	0
CCOC(=O)C(=NCCOC)NNc1cc(Cl)ccc1Cl	-3	1.1	-4	100	100	-7	-3	97	-17	-13	35
CCCCc1c(C)nc(N)[nH]c1=O	1	0.1	-3	101	101	-3	0	101	-11	-9	0
CCN(CC)C(=O)/C(=C/c1ccc2c(c1)OCO2)NC(=O)c1ccc(Br)cc1	-1	-0.2	-4	99	97	-2	-5	96	-8	-7	-2
O=C(Nc1ccc2nsnc2c1)NC1CCCCC1	6	0.0	9	101	100	9	7	102	5	1	1
O=C(NCCN1C(=O)S/C(=C\c2cccnc2)C1=O)C1=NN(c2ccccc2)C(=O)CC1	-4	0.6	-1	99	97	-1	-4	?	-4	-4	3
O=C(O)c1ccccc1C(=O)c1ccc(Br)s1	1	0.0	0	101	99	-1	0	103	-7	-2	-1
O=C1N(C2CCCC2)C[C@@H]2C[C@@H](c3cccn3-c3ccccn3)N3CCC[C@@]123	-2	0.7	-2	102	103	-2	-2	102	-5	0	0
[O-]/[N+](=C/c1ccc(F)cc1)c1ccc(Cl)cc1	-4	-0.8	-2	98	98	-2	-1	97	0	-2	-3
c1ccc(C2=NNC(=NC3CC3)SC2)cc1	0	0.5	1	94	90	0	-2	95	7	-4	1
O=C(/C=C/c1ccc(F)cc1)NCCc1ccc2c(c1)OCCO2	-4	0.4	1	97	95	-7	-5	93	-3	-1	12
CCS(=O)(=O)c1ccc2oc(SCC(=O)NCCc3ccc(OC)cc3)nc2c1	-2	-0.7	-5	99	103	-5	-3	96	-2	-5	6
CCC(C)NC(=O)CNC(=S)N(CCCN1CCOCC1)Cc1cccs1 (stereo not drawn)	0	0.3	-5	101	70	-2	-2	98	-14	-4	0
CCOC(=O)c1cccc(NC(=O)C2CCN(S(=O)(=O)c3cnc[nH]3)CC2)c1	-3	0.1	-3	92	97	0	-3	94	-3	-2	3
Cc1cc(C)nc(SCCN2CCOCC2)n1	1	1.0	-2	102	103	-1	0	98	0	0	4

Of the compounds above, these have bromine.
SMILES	Bim-Mcl-1	ABCB1 inh	Bcl-XL Bim block	RGS8-Gao	RGS4-Gao reg	Bim-Bcl-2	Bim-Bcl-W	RGS7-Gao reg	Bim-Bfl-1	Bcl-B Bim block	ABCG2 block
CCOC(=O)C1=C(C)OC(N)=C(C#N)C1c1cc2c(cc1Br)OCO2 (stereo not drawn)	-3	1.3	-7	101	97	-9	-2	95	-10	-9	-2
CCN(CC)C(=O)/C(=C/c1ccc2c(c1)OCO2)NC(=O)c1ccc(Br)cc1	-1	-0.2	-4	99	97	-2	-5	96	-8	-7	-2
O=C(O)c1ccccc1C(=O)c1ccc(Br)s1	1	0.0	0	101	99	-1	0	103	-7	-2	-1

The listing continues.
SMILES	Bim-Mcl-1	ABCB1 inh	Bcl-XL Bim block	RGS8-Gao	RGS4-Gao reg	Bim-Bcl-2	Bim-Bcl-W	RGS7-Gao reg	Bim-Bfl-1	Bcl-B Bim block	ABCG2 block
Cc1ccc(S(=O)(=O)CC(O)COc2ccc(F)cc2Cl)c(C)c1 (stereo not drawn)	-4	-0.1	-5	98	96	-1	-2	99	-5	-7	2
O=C(N/N=C/c1cccc(F)c1)c1cc(-c2ccco2)nc2ccccc12	-2	-0.3	1	80	84	2	-2	69	1	3	0
CC(C)CC(=O)Nc1ccccc1N1CCCC1	-3	0.7	-7	91	91	-1	-7	99	0	-6	10
CC1CCCN(C(=O)c2cc3c(-c4ccc(Cl)cc4)nn(C)c3s2)C1 (stereo not drawn)	-4	1.1	-8	101	102	-6	-5	101	-2	-11	16
COc1ncccc1-c1nnn(-c2ccc(Cl)c(Cl)c2)n1	-2	1.1	0	103	103	0	0	106	-5	-6	1
O=C(O)/C=C/C(=O)N1CCN(C(=O)/C=C/C(=O)O)CC1	-1	-0.6	-6	103	101	-6	-2	99	-6	-9	5
COc1ccccc1CC(=O)Nc1ccc2c(c1)CCC2	27	-0.1	2	99	104	0	9	103	3	1	8
Cc1cc(C)c2c(-n3cccc3)c(C(=O)NNS(=O)(=O)c3ccccc3)sc2n1	-3	0.3	-4	100	99	0	-2	97	-4	0	1
COc1cc2cc(CN(CCc3ccccc3C)C(=S)NCCCN(C)C)c(=O)[nH]c2cc1OC	-4	-0.3	-5	100	106	-6	-1	99	-2	-10	14
CCN(CC)CCCNC(=O)CNC(=O)c1nn(-c2ccc(OC)cc2)c(=O)c2ccccc12	-1	-0.1	-2	99	100	0	-1	98	-3	-1	0
O=C(CNC(=O)c1ccco1)OCN1C(=O)c2ccccc2C1=O	-8	1.0	-12	103	104	-15	-7	103	-21	-11	13
COC(=O)c1cc(=O)n(Cc2ccc(OC)c(OC)c2)c(=Nc2ccc(F)cc2)s1	-1	2.5	-4	99	98	-12	-2	90	-11	-12	3
CCC(=O)N1CCc2cc(S(=O)(=O)N3CCc4ccccc43)ccc21	0	0.0	-4	104	104	-6	1	103	-11	2	0
CCOC(=O)c1cccc(NC(=O)Cn2cnc3c2c(=O)n(C)c(=O)n3C)c1	0	-0.1	-9	105	114	-8	-1	102	-13	-8	1
COc1cc(CC(=O)Nc2ccc(N3CCOCC3)cc2)cc(OC)c1OC	1	0.6	1	106	104	-3	1	103	-6	-2	6
COc1ccc(/C=N/NC(=O)c2ccccc2O)cc1CSc1ccccn1	0	-0.4	-1	101	99	2	0	102	4	-4	-4
CCOC(=O)c1ccc(NC(=S)NCCC2=CCCCC2)cc1	-3	-0.2	-4	87	97	2	-3	88	1	2	0
CC(C)C(C)NC(=O)CN1C(=O)NC2(CCCCCC2)C1=O (stereo not drawn)	0	1.9	0	96	92	0	0	92	-3	-2	11
O=C1N(c2ccccc2)C2CS(=O)(=O)CC2N1c1ccc(Br)cc1 (stereo not drawn)	-2	0.2	-3	100	102	-6	0	99	-7	-7	1
CCCC(=O)Nc1ccc2c(c1)nc(CN1CCN(C(C)=O)CC1)n2C	-1	0.2	-1	99	98	-2	-1	101	-1	-1	1
CN1C(=O)N(C)C2(CC1(C)C)CC(C)(C)N(C)C(=O)N2C	0	0.1	-1	100	97	-5	-1	96	-6	0	0
CCOc1ncccc1C(=O)OCC(=O)NCc1ccc2c(c1)OCO2	-2	-0.1	2	105	103	-2	-1	105	-4	-1	0
Cc1c(C(=O)NCc2ccco2)oc2ccc(S(=O)(=O)N3CCC4(CC3)OCCO4)cc12	1	-0.3	0	99	98	0	1	98	0	2	-2
O=[N+]([O-])c1ccc(N2CCN(S(=O)(=O)c3ccc(Cl)cc3)CC2)cc1NCc1cccnc1	-1	1.4	-1	99	97	-7	-1	95	-10	-7	3
Cc1[nH]c(=O)[nH]c(=O)c1S(=O)(=O)N1CCCC(C(=O)NCc2ccccc2Cl)C1 (stereo not drawn)	-2	0.4	-3	103	101	0	-2	100	-3	-7	5
CCN(CC)CCN(C(=O)c1ccc(N2C(=O)CCC2=O)cc1)c1nc2cc3c(cc2s1)OCO3	-3	1.7	1	100	93	0	3	90	8	3	1
Cc1cc(Cl)c(S(=O)(=O)Nc2cc(S(=O)(=O)N3CCOCC3)ccc2F)cc1OCC(N)=O	-2	0.3	-2	98	98	-3	-1	99	-2	-3	1
Cc1cc(C)n(C(=O)c2ccc(C)c(F)c2F)n1	-2	0.2	-3	100	103	-5	-3	103	-2	-4	2
CC(=O)Nc1nonc1-c1nc2ccccc2n1N(C(C)=O)C(C)=O	2	0.0	2	88	79	2	2	88	1	8	0
Nc1ccc(C(=O)Nc2nccs2)cc1	0	-0.2	1	102	104	2	1	104	-4	0	-2
CC(=O)c1cccc(Nc2nc(-c3ccccc3)cs2)c1	0	-1.0	-2	101	103	-3	0	105	-3	-7	4
O=C(O)CCc1ccc(-c2ccccc2)n1CC(=O)O	0	-0.3	-4	98	101	-2	-1	101	-5	-2	-1
Cc1ccc(NC(=S)NCc2cccnc2)cc1	-2	0.1	-1	95	95	-8	-3	93	-7	-7	2
